Compound activity (PubChem BioAssay)
Efflux pump mplx – blocks antifungal efflux pumps in multiplex yeast assay | AID 485275 | 330,000 compounds, 0.44% hits | inhibition, % at 10 µM | S. cerevisiae Candida pump triplex, Nile Red efflux;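 active = plate passing quality check with inhibition over a set limit, or well fluorescence over plate mean plus 4 SD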;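 also: Nile Red retained in pooled yeast measured as flow cytometry median fluorescence; 0% = buffer negative control and 100% = Enniatin B positive control; higher means more Nile Red kept so more efflux inhibition; some compounds called inactive have numbers as strong as hits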
PP1 counter – counter-screen for PP5 inhibitors: inhibitors of human PP1-alpha; purified PP1alpha, OMFP fluorescence; 320,000 compounds, 0.9% hits; inhibition, % at 6.7 µM;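 active = inhibition above the mean inhibition of all tested compounds plus 3 SD, computed separately for each screening campaign, cut at about 15% in these data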
Target sequence (P62136 whole entry, looked up): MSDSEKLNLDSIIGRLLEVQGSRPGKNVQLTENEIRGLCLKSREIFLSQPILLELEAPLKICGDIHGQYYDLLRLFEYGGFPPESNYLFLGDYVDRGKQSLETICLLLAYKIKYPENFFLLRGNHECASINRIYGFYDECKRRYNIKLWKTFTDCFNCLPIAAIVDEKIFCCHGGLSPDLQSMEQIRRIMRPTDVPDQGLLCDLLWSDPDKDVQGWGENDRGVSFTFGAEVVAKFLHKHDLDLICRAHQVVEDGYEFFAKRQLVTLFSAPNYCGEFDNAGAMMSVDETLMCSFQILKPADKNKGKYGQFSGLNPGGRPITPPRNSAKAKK
PREPL inhibitor – human PREPL enzyme inhibition. 320,000 compounds, 0.68% hits. recombinant PREPL, fluorescence polarization activity-based probe. Q4J6C6. inhibition, % at 5.96 µM; in the data active = inhibition above about 43%;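 also: 0% = enzyme with DMSO and 100% = wells lacking enzyme; many of its hits are not listed in these tables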
ZTA DNA inh – ZTA (EBV) inhibition in EBNA-1 counter-screen. 320,000 compounds, 0.15% hits. ZTA-DNA binding, fluorescence polarization. P03206. inhibition, % at 11 µM; in the data active = inhibition above about 33%
HCV core dimer – blocks dimerization of HCV core protein | TR-FRET GST/Flag-core106 dimerization, 1536-well | inhibition, % at 5 µM | 300,000 compounds, 0.33% hits | AID 1899;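 active = inhibition above the mean of all tested compounds plus 3 SD, set per screening campaign, cut at about 45% in these data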
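System – GST-tagged and Flag-tagged HCV core protein residues 1-106 · Repeats – one well for each compound · Technique – TR-FRET 671 and 617 nm emission · Doses – one concentration, 5 µM, in 0.5% DMSO · Times – 4 h, 22.5 °C incubation · Also added – Eu donor and XL665 acceptor anti-tag antibodies · Measure – percent inhibition of core106 dimerization signal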
PP5 inh – blocks human protein phosphatase 5 activity. P53041. purified PP5c, OMFP substrate fluorescence. inhibition, % at 6.7 µM. 320,000 compounds, 0.18% hits. AID 1987;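 active = inhibition above the campaign's mean inhibition across all tested compounds plus 3 SD, cut at about 9.5% in these data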;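 also: 0% = DMSO only and 100% = 100 µM cantharidin control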
Target sequence (P53041 whole entry, looked up): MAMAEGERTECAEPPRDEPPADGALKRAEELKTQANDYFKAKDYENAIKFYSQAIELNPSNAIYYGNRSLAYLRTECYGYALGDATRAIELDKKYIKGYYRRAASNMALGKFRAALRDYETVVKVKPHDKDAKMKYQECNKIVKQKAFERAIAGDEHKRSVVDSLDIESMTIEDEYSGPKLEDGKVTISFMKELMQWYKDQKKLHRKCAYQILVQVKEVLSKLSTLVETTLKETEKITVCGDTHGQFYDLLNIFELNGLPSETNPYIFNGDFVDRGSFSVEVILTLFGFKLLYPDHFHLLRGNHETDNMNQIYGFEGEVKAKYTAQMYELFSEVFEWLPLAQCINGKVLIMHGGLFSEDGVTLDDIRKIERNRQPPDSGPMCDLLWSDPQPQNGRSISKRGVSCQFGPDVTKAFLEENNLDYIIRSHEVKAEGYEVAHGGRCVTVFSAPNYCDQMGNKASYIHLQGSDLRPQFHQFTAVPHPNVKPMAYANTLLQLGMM
EBNA-1 inhibitor – blocks EBNA-1 binding to DNA. EBNA-1 DNA binding, fluorescence polarization. inhibition, % at 14.8 µM. 300,000 compounds, 0.34% hits. AID 1950; in the data active = inhibition above about 28%
Fh CTSL1 inh – counter-screen for PFM18AAP inhibitors: inhibitors of F. hepatica cathepsin L1; AID 1906; 300,000 compounds, 0.49% hits; recombinant F. hepatica cathepsin L1, Z-Leu-Arg-MCA fluorescence; inhibition, % at 5.96 µM;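 active = inhibition above the mean of all tested compounds plus 3 SD, set per screening campaign, cut at about 17% in these data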;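 also: 0% = plate median of test compound wells and 100% = 1 µM Z-Phe-Ala-diazomethylketone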
TPT1 inhibitor – inhibitors of Candida albicans tRNA 2'-phosphotransferase TPT1; recombinant caTPT1, FP RNA substrate dephosphorylation; inhibition, % at 5 µM; 300,000 compounds, 0.81% hits;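 active = inhibition above the mean of all tested compounds plus 3 SD, set per screening campaign, cut at about 24% in these data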;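 also: plate controls were DMSO alone for no effect and ferristatin control at 100 nM for full effect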
* hit, by the source's call; nt = not tested or not shown. These rows are one share of the data (hit frequency here may not be typical).

SMILES	Efflux pump mplx	PP1 counter	PREPL inhibitor	ZTA DNA inh	HCV core dimer	PP5 inh	EBNA-1 inhibitor	Fh CTSL1 inh	TPT1 inhibitor
CCOc1cc(/C=N/NC(=O)Cn2nc([N+](=O)[O-])cc2C)cc(Br)c1OCc1ccccc1F	0.0	12.4	-2.5	14.0	8.7	0.3	-0.4	-0.7	-1.0
Cc1sc2ncn(CC(=O)NCCCC(=O)N3CCN(c4ccccc4F)CC3)c(=O)c2c1C	-0.1	0.6	-7.0	4.6	-2.5	2.7	0.9	-3.0	0.8
Cc1ccc(C)c(NC(=O)CN(C)C(=O)COc2ncnc3sccc23)c1	0.0	0.4	6.4	-4.2	3.6	1.0	4.3	-1.6	5.0
Cc1cccc(CN2CCN(Cc3ccc4nonc4c3)CC2CCO)n1 (centres undefined)	0.2	-1.0	3.7	-0.1	-1.3	-0.7	-2.5	-0.2	4.5
Cc1ccc(CCNC(=O)C2CCCN(S(=O)(=O)c3c(C)noc3/C=C/N(C)C)C2)cc1 (centres undefined)	0.0	6.8	26.0	4.2	4.9	-1.1	2.7	2.8	19.7
O=C(NCCCCCCOC1=NS(=O)(=O)c2ccccc21)C(=O)Nc1ccccc1	0.2	3.1	6.8	-12.2	2.8	0.8	-1.8	-0.2	3.6
CCOC(=O)C1C(c2ccc(O)c(OC)c2)NC(=S)NC1(O)C(F)(F)F (centres undefined)	-0.1	-3.3	2.2	7.6	9.2	1.4	-3.3	-1.1	-0.7
Cc1cc(C)nc(SCC(=O)Nc2ccc(S(=O)(=O)N3CCCCC3)cc2)n1	0.1	0.4	-3.1	10.2	3.0	0.1	1.1	-1.6	1.1
O=C(COc1cccc(NC(=O)c2ccccc2)c1)c1ccccc1	0.4	0.1	-74.8	-17.7	2.5	3.7	-4.3	1.8	2.8
CN(C)S(=O)(=O)c1ccc(NC(=O)CSc2ncnc3ccccc23)cc1	-0.4	1.3	-6.8	-14.8	3.4	0.8	-0.3	-0.2	-1.5
CCOc1ccc(NC(=O)C(c2ccccn2)N(C(=O)CCl)c2ccc(F)cc2)cc1 (centres undefined)	0.1	-3.8	-1.0	3.7	1.4	0.4	-3.3	4.0	0.6
O=C(Nc1ccc(S(=O)(=O)Nc2ncccn2)cc1)c1cccnc1	-0.2	1.2	3.8	-4.1	-3.3	3.2	5.1	-1.6	-0.6
CCCCC(=O)Nc1nnc(SCC(=O)Nc2ccc(OC)cc2)s1	-0.1	-1.0	2.1	4.2	11.6	3.3	11.0	7.7	1.5
COc1cccc2cc(C(=O)N3CCN(c4ncccn4)CC3)c(=O)oc12	0.0	-3.5	11.1	3.3	-4.1	4.1	-3.9	0.1	-3.4
COc1ccc(CNC(=O)CSc2nnc3c(n2)[nH]c2ccc(F)cc23)cc1	-0.2	-6.0	1.6	3.2	2.5	1.0	6.5	-2.0	-0.6
CC1(C)CC(=O)C2=C(C1)OC(N)=C(C#N)C2CCc1ccccc1 (centres undefined)	0.1	1.3	-3.4	7.6	5.1	2.2	-5.2	-3.1	-3.4
COc1cc(/C=C/C(=O)N2CCCC2)cc(OC)c1OC	-0.1	4.2	-1.2	-4.9	-4.9	1.1	-1.1	0.1	-3.4
CCOc1ccccc1Nc1cc(C)nc2nnnn12	0.0	-0.5	0.9	6.8	3.2	1.5	1.0	-1.6	-2.2
COc1ccc(O)c(C(=O)c2cc(SCC(=O)O)c3nc4sc5c(c4c(=O)n3c2)CCCC5)c1	0.6	29.1*	20.7	8.2	27.4	2.1	20.6	0.9	4.0
COCc1cc(C)nc(SCC[N+](C)(C)CC(=O)Nc2cccc(C(F)(F)F)c2)c1C#N	0.1	2.8	-3.3	-1.4	-2.2	0.1	0.8	-0.2	-3.2
Cc1cccc(C)c1NC(=O)COC(=O)CCc1c[nH]c2ccccc12	-0.1	-4.8	6.5	-11.2	nt	4.8	nt	nt	nt
CC1CC(C)CN(C(=O)Cn2cc(C=O)c3ccccc32)C1 (centres undefined)	-0.1	-4.0	7.1	-11.1	0.1	-1.1	-3.5	6.6	2.0
Cc1ccc(NC(=O)COC(=O)CCc2ccc(S(=O)(=O)N3CCOCC3)cc2)cc1C	0.1	-3.5	9.3	12.3	0.2	-2.5	-3.3	-7.5	0.9
Cc1ccc(NC(=O)/C(C#N)=C/c2ccc(Sc3nc(C)cc(C)n3)o2)cc1	0.1	-0.1	10.9	11.0	4.3	2.3	9.3	2.9	9.1
Cc1nc(CN2CCN(C(=O)c3ccc(C(C)(C)C)cc3)CC2)cs1	0.0	-1.4	5.0	4.0	-9.9	3.5	5.1	-0.2	0.8

Continuation:
SMILES	Efflux pump mplx	PP1 counter	PREPL inhibitor	ZTA DNA inh	HCV core dimer	PP5 inh	EBNA-1 inhibitor	Fh CTSL1 inh	TPT1 inhibitor
COc1ccc(NC(=O)C2CCCN(S(=O)(=O)c3cccnc3)C2)c(OC)c1 (centres undefined)	-0.1	-1.4	12.0	9.6	1.1	-2.5	-4.8	-2.6	-3.4
CC1Cc2ccccc2N1C(=O)CSc1nnc(NC(=O)Cc2cccs2)s1 (centres undefined)	0.5	2.2	-9.8	-14.7	11.4	-1.4	24.7	4.8	6.7
CC1CCCN(S(=O)(=O)c2ccc3c(c2)CCN3C(=O)C2CCC2)C1 (centres undefined)	0.0	-1.6	12.1	0.2	-2.0	0.1	2.9	-0.8	2.1
CCOC(=O)CCP(=O)(O)C(C)(O)c1ccccc1 (centres undefined)	-0.1	0.1	-0.9	0.5	-1.0	3.3	9.6	-4.0	2.0
Cc1ccc(-c2csc(=Nc3cccnc3)n2CCCn2ccnc2)cc1C	-4.3	2.6	46.7*	-5.5	-4.4	2.1	8.3	3.0	2.9
O=C(Nc1nnc(C2CC2)s1)C1CC(=O)N(c2ccc3c(c2)OCCO3)C1 (centres undefined)	0.1	4.4	3.5	-5.3	22.4	-1.7	4.9	-1.0	1.5
COC(=O)c1ccc(NC(=O)[C@H](C)NC(N)=O)cc1	0.2	-3.0	-4.9	1.7	-1.5	2.0	3.4	-0.9	0.0
COc1ccc(Br)cc1/C=N/N1CCN(Cc2ccccc2Cl)CC1	-0.1	-13.8	3.2	-3.3	-12.0	-6.3	-1.1	10.0	1.1
O=C(/C=C/c1ccc(Cl)cc1)NC(=S)Nc1ccccc1C(=O)O	-0.1	9.8	9.4	-1.7	8.2	2.6	2.9	1.1	-2.8
CCc1ccnc(NC(=O)Nc2ccc(OCc3ccccc3)cc2)c1	0.0	0.1	27.8	-0.5	-9.6	-1.0	14.8	0.8	-3.6
COCCCNc1nnc(Cc2ccccc2)c2ccccc12	0.0	-3.4	-4.8	4.4	-0.9	0.5	-14.1	1.7	-1.2
O=C(CSc1nc2ccccc2c(=O)n1-c1ccc(SC(F)F)cc1)Nc1ccc(N2CCOCC2)cc1	-0.1	-4.2	4.1	2.4	29.7	0.3	0.7	0.6	-3.1
COC(=O)CN1C(=S)N(Cc2ccccc2)C(=O)C1CC(=O)Nc1ccc(OC)cc1 (centres undefined)	0.4	-1.6	0.7	-6.7	4.0	3.7	2.8	-0.1	-0.4
Cc1ccc(/C=N/Nc2ncc(Cl)cc2Cl)s1	-0.1	2.0	1.8	1.5	-9.4	3.1	-9.1	3.5	4.7
CCc1ccccc1NC(=O)C1C2C=CC(O2)C1C(=O)O (centres undefined)	-0.1	6.7	-1.6	0.8	-1.6	21.1*	5.1	2.8	0.5
COc1cccc([C@@H]2Oc3ccc(OC)cc3C(=O)[C@H]2OC(=O)N[C@H](C)C2CCCCC2)c1	nt	-2.2	-3.0	0.2	15.5	1.9	0.9	-1.1	-2.0
COc1ccc(-n2c(=S)[nH]c3cc(C(=O)Nc4ccc(C)c(F)c4)ccc3c2=O)c(OC)c1	0.1	5.4	-6.1	-9.3	23.3	4.3	0.8	-1.3	-5.3
CC(C)Oc1ccc(CNC(=O)Cn2c(=O)c3cccn3c3cccnc32)cc1	-0.1	-5.0	-3.9	-11.8	4.8	2.4	3.1	-0.8	2.1
CCCN(CCC)CCNC(=O)c1cc2c(-c3ccccc3F)nn(C)c2s1	-0.1	-1.8	-71.1	12.3	2.2	-3.6	1.6	4.9	-0.9
O=C(CN1CCC(O)(c2cccc(F)c2)CC1)NCCc1c[nH]c2ccccc12	0.3	-1.3	32.9	2.2	-3.8	1.2	3.5	0.1	-8.1
CN1CCN(c2ccccc2NS(=O)(=O)c2ccc3c(c2)CCN3C(=O)C2CCC2)CC1	0.1	-2.3	0.9	-19.5	-2.1	2.1	-7.6	2.6	-3.5
CCn1c(SCC(=O)N2c3ccccc3CCc3ccccc32)nc2c1c(=O)n(C)c(=O)n2C	-0.1	-3.0	18.1	-12.0	2.9	1.1	-2.7	-3.1	-2.5
Nc1nc(Cl)cc(N2CCC(c3cc(-c4ccc(Cl)cc4)n[nH]3)CC2)n1	-2.6	1.6	-18.3	6.8	-4.5	8.3	14.4	1.1	-2.3

Six entries already listed, arranged by length of the SMILES, lowest first.
SMILES	Efflux pump mplx	PP1 counter	PREPL inhibitor	ZTA DNA inh	HCV core dimer	PP5 inh	EBNA-1 inhibitor	Fh CTSL1 inh	TPT1 inhibitor
COCCCNc1nnc(Cc2ccccc2)c2ccccc12	0.0	-3.4	-4.8	4.4	-0.9	0.5	-14.1	1.7	-1.2
CCOC(=O)CCP(=O)(O)C(C)(O)c1ccccc1 (centres undefined)	-0.1	0.1	-0.9	0.5	-1.0	3.3	9.6	-4.0	2.0
COc1ccc(Br)cc1/C=N/N1CCN(Cc2ccccc2Cl)CC1	-0.1	-13.8	3.2	-3.3	-12.0	-6.3	-1.1	10.0	1.1
Cc1ccc(-c2csc(=Nc3cccnc3)n2CCCn2ccnc2)cc1C	-4.3	2.6	46.7*	-5.5	-4.4	2.1	8.3	3.0	2.9
O=C(/C=C/c1ccc(Cl)cc1)NC(=S)Nc1ccccc1C(=O)O	-0.1	9.8	9.4	-1.7	8.2	2.6	2.9	1.1	-2.8
CC1CCCN(S(=O)(=O)c2ccc3c(c2)CCN3C(=O)C2CCC2)C1 (centres undefined)	0.0	-1.6	12.1	0.2	-2.0	0.1	2.9	-0.8	2.1
